# RXFP1 antag – blocks the human relaxin receptor RXFP1. 350,000 compounds, 0.59% hits. activity change, negative = inhibition, % at 57.5 µM. Q9HBX9. HEK293-RXFP1, relaxin-stimulated cAMP HTRF, 30 min; stronger effect = lower value;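 active = activity change of -60% or lower, but not beyond a set lower limit; inconclusive = change between -60% and -40%, or beyond the set limit; inactive = change above -40%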; also: % is scaled to controls: 0 for no effect and ±100 for the full control effect
# Target sequence (Q9HBX9 whole entry, looked up): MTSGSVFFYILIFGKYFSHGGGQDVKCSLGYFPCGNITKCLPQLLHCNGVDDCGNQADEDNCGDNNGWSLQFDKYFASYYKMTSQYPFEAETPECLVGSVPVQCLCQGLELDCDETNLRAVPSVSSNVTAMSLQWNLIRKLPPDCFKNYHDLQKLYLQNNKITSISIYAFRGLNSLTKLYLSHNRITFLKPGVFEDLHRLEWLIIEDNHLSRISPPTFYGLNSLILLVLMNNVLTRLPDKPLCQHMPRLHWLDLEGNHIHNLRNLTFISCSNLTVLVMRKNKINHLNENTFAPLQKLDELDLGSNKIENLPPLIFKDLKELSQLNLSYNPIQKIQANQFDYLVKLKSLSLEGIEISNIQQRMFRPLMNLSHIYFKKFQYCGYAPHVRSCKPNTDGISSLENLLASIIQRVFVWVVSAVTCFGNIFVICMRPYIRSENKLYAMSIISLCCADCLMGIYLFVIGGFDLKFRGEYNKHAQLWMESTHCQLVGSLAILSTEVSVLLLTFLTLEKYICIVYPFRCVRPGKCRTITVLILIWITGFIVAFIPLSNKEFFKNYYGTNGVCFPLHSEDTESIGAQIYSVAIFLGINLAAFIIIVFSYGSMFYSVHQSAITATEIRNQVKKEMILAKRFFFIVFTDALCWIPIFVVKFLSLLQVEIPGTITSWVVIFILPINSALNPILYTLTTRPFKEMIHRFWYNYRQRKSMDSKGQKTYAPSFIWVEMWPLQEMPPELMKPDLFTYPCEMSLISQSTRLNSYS
# Vif-APOBEC3F blk – Vif-A3F binding inhibition. Potency, µM (series often up to 46.1 µM), for inactives: top-dose activity, negative = active. HeLa A3F-eYFP + Vif (tagged APOBEC3F with the HIV-1 protein that degrades it), YFP fluorescence increase. AID 602313. 390,000 compounds, 0.2% hits; also: potency is read from the fitted curve at half-maximal effect; % of control where 0% means no effect; nearly all actives have a fitted effect of over 65% in size
#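 Fluorescence increase (Ex 488/Em 500-530) after overnight compound treatment at 37 deg C flags inhibition of Vif-driven A3F-eYFP loss in stable HeLa A3F-eYFP/Vif cells seeded overnight beforehand.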
# RXFP1 agonist – agonists of human relaxin receptor RXFP1; Q9HBX9; HEK293T-RXFP1 cAMP TR-FRET, 30 min; response scale: percent of porcine relaxin response, buffer zero; Potency, µM (titrated, usually from 57.5 µM), inactives show at the highest dose activation, actives largely listed as activators; 370,000 compounds, 0.3% hits; also: potency is read from the fitted curve at half-maximal effect; % is scaled to controls: 0 for no effect and ±100 for the full control effect; nearly all actives have a fitted effect of over 60% in size; many of its hits are not listed in these tables
#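 HEK293T cells stably expressing RXFP1 were pretreated with the PDE4 inhibitor Ro 20174, exposed to compounds for 30 min at 37C, lysed, and cAMP was read by TR-FRET. Data normalized to buffer (basal) and 29 nM porcine relaxin (100%).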
# Vif-A3G inh – inhibitors of Vif-APOBEC3G interaction; 410,000 compounds, 0.076% hits; Potency, µM (series often up to 46.1 µM), inactives show top-dose activity, negative = active, actives largely listed as inhibitors; Q9HC16; HeLa A3G-eYFP + Vif (tagged APOBEC3G with the HIV-1 protein that degrades it), YFP fluorescence, overnight;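 also: potency is read from the fitted curve at half-maximal effect; % is scaled to controls: 0 for no effect and ±100 for the full control effect; nearly all actives have a fitted effect of over 60% in size; hits raise eYFP signal because A3G escapes Vif-driven loss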
#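 Read-out is eYFP fluorescence (Ex 488/Em 500-530) from Vif-expressing HeLa A3G-eYFP cells; more signal means A3G escaped Vif-mediated degradation. Cells plated overnight, compound pinned in, incubated overnight at 37 deg C.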
# D2 potentiator – positively modulates the human D2 dopamine receptor allosterically | P14416 | HEK293 T-REx D2, calcium flux, EC20 dopamine potentiation | potentiation, % at 10 µM | 340,000 compounds, 0.34% hits;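 active = potentiation over 3 SD above the plate norm, cut at about 30% in these data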; also: 0% is about no effect
#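 Primary screen. Calcium kinetics in induced HEK293 T-REx D2 cells: compound pre-addition 180 s, EC20 dopamine, 180 s more.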
# D1 antagonist – blocks dopamine activation of the human D1 receptor; 360,000 compounds, 3.2% hits; activity change, negative = inhibition, % at 10 µM; HEK293 TREx D1 cells, calcium flux, dopamine EC80; stronger effect = lower value; P21728; AID 504652; in the data active = activity change below about -30%; also: % is scaled to controls: 0 for no effect and ±100 for the full control effect
#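 Cells carrying a force-coupled, tetracycline-inducible human D1 receptor report calcium flux. Each well gets a 10 s baseline, compound with 180 s monitoring, then an EC80 dopamine stimulus with a second 180 s kinetic read.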
# Glioma ERSR ind – inducers of ER stress response in human glioma cells; Potency, µM, without a hit: at the top dose activation, actives largely listed as activators; 420,000 compounds, 0.02% hits; U87-MG GRP78 promoter luciferase reporter, 16 h; AID 602332; also: potency is read from the fitted curve at half-maximal effect; series mostly up to about 76 µM; % of control where 0% means no effect; nearly all actives have a fitted effect of over 35% in size
#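 ERSR induction read as luciferase luminescence (Bright-Glo, 10 min at room temperature) in stably transfected human U87-MG glioma cells exposed to compounds for 16 h, using GRP78 as sensor.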
# D1 PAM – human D1 dopamine receptor positive modulation; 360,000 compounds, 0.036% hits; potentiation, % at 10 µM; HEK293 TREx D1 cells, calcium flux, dopamine EC20 potentiation; AID 504651; P21728; in the data active = potentiation above about 30%; also: 0% is about no effect
# D1 agonist – activates the human D1 dopamine receptor; activation, % at 2 µM; P21728; HEK293 T-REx D1 cells, calcium flux, agonist mode; AID 504660; 360,000 compounds, 1% hits; in the data active = activation above about 30%; also: 0% is about no effect
#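 Agonism was scored from calcium flux recorded over 180 s (1 read/s) after pintool compound addition, following a 10-cycle baseline. Cells were inducible force-coupled HEK293 TREx D1, plated overnight at 30 C and loaded with no-wash calcium dye.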
# An asterisk follows results filed as active; ? = inconclusive; . = no result given. Unless noted, calls follow the shape of the dose curve; as a rule, active = well fitted curve in the direction sought with a large enough effect; inconclusive = small, poorly fitted or top-dose-only effect, or another doubt; inactive = no such curve, though single readings can be large; an effect the other way counts as inactive or inconclusive. The list is partial; rates above refer to the full screens.
SMILES,RXFP1 antag,Vif-APOBEC3F blk,RXFP1 agonist,Vif-A3G inh,D2 potentiator,D1 antagonist,Glioma ERSR ind,D1 PAM,D1 agonist
COc1cc(C(=O)NCc2nnc(SCC(=O)N3CCCC3)o2)cc(OC)c1OC,-16,1%,-0.5%,0%,6,-29,0%,-1,2
COC(=O)c1ccccc1NC(=O)c1cc(CN2CCCC2)on1,-5,-7%,0.4%,3%,4,-14,-3%,-6,3
Cc1ccccc1CN1CCN(C(C)C(=O)NCc2ccccc2)CC1 (configuration not stated),-39,-2%,-4.0%,2%,-5,-4,-1%,-5,3
CCC(=NCCc1c(C)[nH]c2ccc(OC(F)(F)F)cc12)C1=C(O)CC(c2ccccc2)CC1=O (configuration not stated),-9,15%,0.4%,?,4,-12,-6%,-3,5
C#CCOCCOCCOCCNc1nc(N2CCN(C(=O)Cn3cc(CCCCN)nn3)CC2)nc(N2CCN(C(=O)[C@H]([C@@H](C)CC)n3cc(CCCN=C(N)N)nn3)CC2)n1,.,2%,-0.9%,0%,-3,1,-3%,-2,-1
COc1ccccc1NC(=O)CCC(=O)OCc1ccc(Br)cc1,3,6%,2.6%,-1%,5,-4,-4%,-8,1
COc1ccccc1C(=O)NC(=O)COC(=O)CNC(=O)c1ccccc1F,2,-2%,.,1%,.,.,-4%,.,.
Cc1cc(/C=N/n2cnnc2)c(C)n1-c1ccc(OCc2ccc(Cl)cc2Cl)cc1,-21,-2%,0.1%,6%,-2,-1,-15%,-1,4
O=C(CNC(=O)/C(=C\c1ccc(Br)cc1)NC(=O)c1ccccc1)OCc1ccccc1,-5,-4%,1.2%,2%,11,-16,0%,-9,7
CCn1c(SCC(=O)Nc2nc(C)cs2)nnc1-c1ccoc1C,-1,-12%,1.7%,0%,-4,12,-5%,-1,3
CCCNC(=O)c1nc(C)n(-c2cc(Cl)ccc2Cl)n1,6,?,-1.2%,-154%,0,-9,-5%,-4,2
Cc1ccc(C2C(C(=O)O)c3ccccc3C(=O)N2C)c(C)c1 (configuration not stated),.,1%,1.7%,1%,4,-40*,-5%,2,2
COC(=O)c1c(NC(=O)C(C)Oc2ccc(Cl)c(C)c2)sc(C)c1C (configuration not stated),-3,3%,3.0%,3%,0,14,-2%,1,13
CC(=O)Nn1cnc2c(c1=O)C1(CCCC1)Cc1ccccc1-2,-3,0%,-0.3%,-2%,1,-6,-6%,-5,4
CCc1ccccc1NC(=O)Cn1c(=O)n(CC2CCC(C(=O)NCCc3ccccc3)CC2)c(=O)c2ccccc21 (configuration not stated),.,-1%,9.2%,4%,-3,10,-2%,0,-2
Cc1ccn2c(c1)nc(=S)n2C(=O)c1ccco1,.,.,0.3%,.,0,4,.,-2,5
C=CCc1ccccc1OCC(=O)N/N=C/c1ccc(OC(C)=O)cc1OC(C)=O,-16,9%,-0.4%,-25%,-1,-8,-5%,-2,2
COc1cc(NC(=O)c2ccco2)c(C(=O)OCC(=O)c2c[nH]c3ccccc23)cc1OC,24,?,-0.8%,?,21,7,-4%,0,0
Cc1cccc(-c2nc(C)cc(=O)[nH]2)c1,0,0%,1.4%,-1%,-10,-13,-5%,-2,3
O=C(C[n+]1ccccc1)N/N=C/c1cc(Br)ccc1O,-5,11%,3.1%,4%,-8,2,0%,-2,1

# Record cards (already shown).
# Shown for CCC(=NCCc1c(C)[nH]c2ccc(OC(F)(F)F)cc12)C1=C(O)CC(c2ccccc2)CC1=O (configuration not stated) → RXFP1 antag = -9; Vif-APOBEC3F blk = 15%; RXFP1 agonist = 0.4%; Vif-A3G inh = ?; D2 potentiator = 4; D1 antagonist = -12; Glioma ERSR ind = -6%; D1 PAM = -3; D1 agonist = 5
# Shown for COc1ccccc1C(=O)NC(=O)COC(=O)CNC(=O)c1ccccc1F → RXFP1 antag = 2; Vif-APOBEC3F blk = -2%; RXFP1 agonist = .; Vif-A3G inh = 1%; D2 potentiator = .; D1 antagonist = .; Glioma ERSR ind = -4%; D1 PAM = .; D1 agonist = .

# Exported bar-delimited: entries from further up
structure | RXFP1 antag | Vif-APOBEC3F blk | RXFP1 agonist | Vif-A3G inh | D2 potentiator | D1 antagonist | Glioma ERSR ind | D1 PAM | D1 agonist
COc1ccccc1NC(=O)CCC(=O)OCc1ccc(Br)cc1 | 3 | 6% | 2.6% | -1% | 5 | -4 | -4% | -8 | 1
COc1ccccc1C(=O)NC(=O)COC(=O)CNC(=O)c1ccccc1F | 2 | -2% | . | 1% | . | . | -4% | . | .
Cc1cc(/C=N/n2cnnc2)c(C)n1-c1ccc(OCc2ccc(Cl)cc2Cl)cc1 | -21 | -2% | 0.1% | 6% | -2 | -1 | -15% | -1 | 4
O=C(CNC(=O)/C(=C\c1ccc(Br)cc1)NC(=O)c1ccccc1)OCc1ccccc1 | -5 | -4% | 1.2% | 2% | 11 | -16 | 0% | -9 | 7
CCn1c(SCC(=O)Nc2nc(C)cs2)nnc1-c1ccoc1C | -1 | -12% | 1.7% | 0% | -4 | 12 | -5% | -1 | 3
CCCNC(=O)c1nc(C)n(-c2cc(Cl)ccc2Cl)n1 | 6 | ? | -1.2% | -154% | 0 | -9 | -5% | -4 | 2

# (list continues)
SMILES,RXFP1 antag,Vif-APOBEC3F blk,RXFP1 agonist,Vif-A3G inh,D2 potentiator,D1 antagonist,Glioma ERSR ind,D1 PAM,D1 agonist
CCn1nnc(NC(=O)C(C)Oc2ccc(Cl)cc2Cl)n1 (configuration not stated),-5,-1%,1.3%,2%,10,-7,-3%,-6,9
C=Cc1ccc(Cn2c(C)c(CNCc3ccc(SC)cc3)c(C(=O)O)c2C)cc1,-3,4%,-1.9%,0%,.,3,-2%,0,-1
CC(C)CCN1CCN(C/C=C/c2ccco2)CC1CCO (configuration not stated),6,-13%,-4.2%,-1%,-12,8,-2%,-1,0
CCOc1ccccc1NC(=O)Cn1c(=O)n(-c2ccc(OC)cc2OC)c(=O)c2c(C)c(C(=O)N(CC)CC)sc21,2,-13%,-1.1%,-1%,-5,-1,0%,1,1
CCOc1ccc2nc(SCC(=O)Nc3ccc(S(=O)(=O)N4CCCC4)cc3)c(C)cc2c1,-6,-3%,?,-4%,6,-9,0%,-12,5
CC(SC1=NCCN1S(=O)(=O)c1ccc(F)cc1)c1ccccc1 (configuration not stated),-5,0%,1.8%,3%,1,-7,-6%,10,6
Cc1ccc(S(=O)(=O)NCC(C)NS(C)(=O)=O)cc1 (configuration not stated),-4,7%,0.0%,-1%,-2,-7,0%,1,5
Clc1ccc(-n2cc(COCc3ccccc3)nn2)cc1,7,26%,0.9%,-5%,-5,10,-6%,-2,1
CC1CCN(c2nc3c(=O)[nH]c(N)nc3n2[C@@H]2O[C@H](CO)[C@@H](O)[C@H]2O)CC1,5,13%,2.9%,1%,15,1,0%,3,1
O=C(O)C1(P(=O)(c2ccc(Cl)cc2)c2ccc(Cl)cc2)CC1,-10,-30%,2.2%,-10%,-6,3,-4%,1,2
COc1ccc(NC(=O)Nc2ccccc2C(N)=O)cc1OC,0,4%,0.9%,-6%,-2,-2,0%,-8,1
CCN(CC)Cc1nc2sc(C)c(C)c2c(=O)[nH]1,-2,1%,-0.8%,1%,-3,7,-4%,3,1
CCOc1cc(N2CCOCC2)c(OCC)cc1NC(=O)CSc1nc(N)cc(=O)[nH]1,4,-2%,-1.7%,-1%,-10,-9,-6%,.,5
CC(NC(=O)NC(=O)c1ccc(F)cc1)C1CC1 (configuration not stated),5,-6%,.,0%,.,.,-1%,.,.
COc1cc(OC)c(OC)cc1CN1CCSCC1,-16,-8%,1.8%,-2%,9,19,-3%,6,4
Cc1c(C(=O)N2CCCCC2)c(S(=O)(=O)N2CCc3ccccc32)c(C)n1C,-10,-10%,0.5%,2%,5,-5,-5%,0,-1
CC(=O)Nc1ccc(S(=O)(=O)Nc2ccccc2C(=O)N2CCCC2)cc1,-6,-19%,-0.7%,1%,2,6,1%,1,1
CCOC(=O)C1=C(COC(=O)CNC(=O)c2cc(OC)c(OC)c(OC)c2)NC(=O)NC1C (configuration not stated),21,9%,2.8%,-1%,-17,-6,3%,-2,1
Cn1c(CC2Sc3ccccc3NC2=O)nnc1SCC(=O)c1ccc(Cl)cc1 (configuration not stated),7,-9%,1.0%,-7%,10,4,5%,-5,3
Cc1cc(C)cc(NC(=O)C2CCCN2S(=O)(=O)c2ccc3c(c2)CCCC(=O)N3)c1 (configuration not stated),.,3%,-0.2%,3%,-2,-9,-3%,4,0
O=C(Nc1cccc(S(=O)(=O)N2CCCCC2)c1)c1cc2ccccc2o1,-5,4%,2.5%,1%,-4,11,2%,.,25
COc1ccccc1NS(=O)(=O)NC(=O)c1cn(C)c2ccccc12,13,5%,-0.7%,3%,-4,-2,-2%,-2,1
CCOc1ccc(Br)cc1S(=O)(=O)Nc1ccc(N2CCOCC2)cc1,10,-7%,1.5%,0%,-2,-28,-2%,0,4
O=C(COC(=O)/C=C/c1cccc([N+](=O)[O-])c1)Nc1cccnc1Cl,-12,11%,.,1%,.,.,-4%,.,.
Cc1ccc(N2C(N)=C(C#N)C(c3cccnc3)C3=C2CC(C)(C)CC3=O)cc1 (configuration not stated),-1,-8%,1.6%,?,15,-3,-4%,2,0
COc1ccc(CN2c3cc(S(=O)(=O)N4CCOCC4)ccc3N3CCCC32)cc1 (configuration not stated),-3,-2%,7.6%,-1%,2,1,0%,3,5
CCc1cccc2c1NC(=O)C21OCCO1,5,-17%,-0.3%,0%,8,5,-5%,2,1
Cc1cccc(C(=O)N[C@@H](C)C(=O)N2CCN(c3ncccn3)CC2)c1,9,1%,1.9%,1%,9,1,2%,1,1
CCC(=O)N(Cc1cc(=O)[nH]c2ccccc12)c1ccc(C)cc1,-3,3%,-1.1%,-2%,-2,-1,-2%,-2,1

# Screening data deposited in PubChem by National Center for Advancing Translational Sciences (NCATS).
